# Assay outcomes from PubChem BioAssay.
# P. falciparum M17LAP: P. falciparum M17LAP inhibitors, primary screen, biochemical, fluorogenic H-Leu-NHMec substrate, 1536-well (AID 1619). recombinant M17LAP, H-Leu-NHMec fluorogenic kinetic assay; higher % means a stronger effect. inhibition, % at 30 µM, or IC50 in µM where a hit was titrated. 220,000 tested, 0.38% active;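 active = compound inhibiting the enzyme by more than half at any dose during confirmatory dose-response retesting; inconclusive = strong single-dose inhibitors picked by rank but not retested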;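 note: plate controls were full reaction with DMSO carrier for no effect and no enzyme background for full effect; strong numbers were not always called active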
# RSV CPE inhibition: inhibition of RSV-induced cytopathic effect – HEp-2 cells, primary 10 µM value included (AID 2391); 310,000 tested, 0.13% active; one-dose CPE inhibition, % at 10 µM; IC50 in µM for titrated hits; HEp-2 cells, RSV-induced CPE inhibition; higher % means a stronger effect; in the data active = a potency from the dose series; inconclusive = CPE inhibition mostly from about 23% at the one dose, without a potency; inactive = the rest, 99 in 100 with CPE inhibition below about 21%; note: strong numbers were not always called active
# human PMI inhibition: MPI enzyme activity inhibition – biochemical, fluorescence intensity, coupled assay, primary screen (AID 1209) | purified PMI enzyme, coupled fluorescence intensity; higher % means a stronger effect | inhibition, % at 20 µM, or IC50 in µM where a hit was titrated | 190,000 tested, 0.42% active;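 note: plate controls were DMSO vehicle for no effect and wells lacking substrate for full effect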
# M1AAP inhibition: malaria alanyl aminopeptidase activity blockers – biochemical, fluorogenic H-Leu-NHMec substrate, 1536-well (AID 1445). recombinant M1AAP, H-Leu-NHMec fluorogenic kinetic assay; higher % means a stronger effect. inhibition, % at 30 µM, or IC50 in µM where a hit was titrated. 220,000 tested, 0.42% active;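 active = primary inhibition above the hit cutoff, then over 50% inhibition at one or more dose response concentrations, cut at about 23% in these data, passing the limit was not always enough; inconclusive = conflicting primary data, or primary hits not chosen for dose response; inactive = low primary inhibition, or under 50% at every dose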;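 note: plate controls were DMSO full reaction for no effect and no enzyme background for full effect; strong numbers were not always called active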
# TNAP activation fold: human TNAP enzyme activators, primary screen, biochemical, luminescent, no phosphate acceptor, uHTS (AID 1001); purified TNAP, luminescent activation assay, no phosphate acceptor; higher activation fold means a stronger effect; activation fold at 20 µM; hits with a dose series show EC50 in µM; 200,000 tested, 0.03% active; in the data active = activation fold from about 3, or a potency from the dose series; inactive = the rest, 99 in 100 with activation fold below about 1.6; note: many of its hits are not listed in these tables
# UTI89 phage lysis: protection from phage-mediated lysis, alamar blue read-out – E. coli UTI89, K1F phage, bacterial capsule biogenesis inhibitors (AID 488966); E. coli UTI89 K1F phage lysis, alamar blue, 2 h; higher % means a stronger effect; one-dose inhibition, % at 100 µM; IC50 in µM for titrated hits; 340,000 tested, 0.02% active;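 active = phage lysis inhibition, versus mean bacterial control, above a set limit; inconclusive = no clear call, values can overlap the other calls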;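 note: capsule biogenesis inhibitors block K1F phage lysis so surviving cells raise fluorescence; higher fluorescence means more inhibition of phage lysis; actives were called in the ten point dose series up to 300 µM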
# West Nile antiviral: West Nile virus antiviral activity, cell-based, CPE readout (AID 1621); West Nile virus-infected cells, CPE inhibition; higher % means a stronger effect; CPE inhibition, % at 10 µM, or IC50 in µM where a hit was titrated; 290,000 tested, 0.02% active; in the data active = a potency from the dose series; inconclusive = CPE inhibition mostly from about 3.7% at the one dose, without a potency; inactive = the rest, 99 in 100 with CPE inhibition below about 2.2%; note: strong numbers were not always called active
# T cell modulator: modulates CD8 T cell binding to vesicles | 2C CD8+ T cell-vesicle binding, flow cytometry; active compounds read low | calls only at 7 µM | 330,000 tested, 0.068% active | AID 2052;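 active = response, share of CD8 T cells binding vesicles, and their 90th percentile fluorescence all below set limits, cut at about 80% in these data, passing the limit was not always enough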
#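 Benchmarks: naked versus QL9-loaded vesicles / Assay system: purified 2C TCR transgenic mouse naive CD8+ T cells / Technique: high-throughput flow cytometry with anti-B7-1 and anti-CD8 staining / Timing: Cell–vesicle co-incubation 1.5 h at 37 °C, staining 20 min on ice / Read-out: percent CD8+ FL2 mean versus row control / Probe or stimulus: QL9-loaded Drosophila micro-vesicles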
# human PMI inhibitors: MPI inhibition at elevated mannose 6-phosphate – biochemical, fluorescence intensity, high mannose 6-phosphate, primary screen (AID 1220). 190,000 tested, 0.66% active. inhibition, % at 20 µM; hits with a dose series show IC50 in µM. recombinant PMI enzyme, coupled fluorescence intensity; higher % means a stronger effect
# T cell modulator vesicle-bound %: also measured in T cell modulator; calls as there; double positive events, %; measured here: CD8+ vesicle-bound cell fraction;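 binding gate set so that unloaded-vesicle control wells show 10% double positive cells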
# An asterisk follows results filed as active; i = inactive; ? = inconclusive; · = not tested or not shown; [ ] = dose if it differs, or a comment. Cut-off read from the data, not from the text of the source, unless noted: active = inhibition above about 50%; inactive = the rest.
SMILES,P. falciparum M17LAP,RSV CPE inhibition,human PMI inhibition,M1AAP inhibition,TNAP activation fold,UTI89 phage lysis,West Nile antiviral,T cell modulator,T cell modulator vesicle-bound %,human PMI inhibitors
CCOC(=O)C1CCCCN1C(=O)c1oc2c(Cl)cc(C)cc2c1C (stereo not drawn),·,9.4%,·,·,·,-0.2%[50 µM],-0.3%,i,25,·
CCOC(=O)c1ccc(NC2c3ncccc3C(=O)N2Cc2ccc(F)cc2)cc1 (stereo not drawn),2%,?,-7%,7%,1,-1.5%,-0.4%,i,13,-10%
Cc1csc(C(=O)O)c1NC(=O)c1ccc(F)cc1,·,1.2%,·,·,·,0.3%,0.2%,i,64,·
O=C(O)COc1ccc2c(c1)OCCO2,9%,1.6%,0%,1%,1.2,0.3%,0.1%,i,10,7%
O=C(CSc1ccc2nnc(CCNC(=O)c3ccc(F)cc3)n2n1)NCC1CCCO1 (stereo not drawn),·,2.1%,·,·,·,0.1%,-0.5%,i,62,·
CCOc1ccc(OCC)c(NC(=O)C2C3C=CC(O3)C2C(=O)NCc2ccco2)c1 (stereo not drawn),6%,1.6%,14%,8%,1.1,1.1%,-0.2%,i,52,32%
Cc1ccc(F)c(NC(=O)c2cncn2-c2ccccc2)c1,·,0.7%,·,·,·,-0.2%,-0.2%,i,32,·
CCCN(CCC)c1nc(N(CCC)CCC)[nH]c(=O)n1,1%,4.4%,3%,-5%,0.9,-0.4%,-1.6%,i,59,5%
COC(=O)CCCC1=CC2=C(c3ccccc3)C(=O)C(C)(OC(=O)C3CCCC3)C(=O)C2=CN1CCCCO (stereo not drawn),-4%,1.0%,·,8%,·,0.8%,-0.1%,i,27,·
COc1ccc(CNC(=O)C2CCC(=O)N(CC3CCCCC3)C2)cc1 (stereo not drawn),·,0.7%,·,·,·,1.4%[50 µM],-0.8%,i,52,·
CCC(C)NC(=O)C(NS(=O)(=O)c1ccc2c(c1)c(=O)n(C)c(=O)n2C)c1ccccc1 (stereo not drawn),13%,1.7%,5%,0%,1.1,-0.9%,-0.1%,i,41,-1%
Cc1c(NC(=O)CN2C(=O)NC3(CCCC3)C2=O)c(=O)n(-c2ccccc2)n1C,-9%,0.4%,-7%,-4%,1.1,0.2%,0.1%,i,65,1%

# Quoted at random: two entries already listed.
SMILES,P. falciparum M17LAP,RSV CPE inhibition,human PMI inhibition,M1AAP inhibition,TNAP activation fold,UTI89 phage lysis,West Nile antiviral,T cell modulator,T cell modulator vesicle-bound %,human PMI inhibitors
CCC(C)NC(=O)C(NS(=O)(=O)c1ccc2c(c1)c(=O)n(C)c(=O)n2C)c1ccccc1 (stereo not drawn),13%,1.7%,5%,0%,1.1,-0.9%,-0.1%,i,41,-1%
O=C(CSc1ccc2nnc(CCNC(=O)c3ccc(F)cc3)n2n1)NCC1CCCO1 (stereo not drawn),·,2.1%,·,·,·,0.1%,-0.5%,i,62,·

# Following part
SMILES,P. falciparum M17LAP,RSV CPE inhibition,human PMI inhibition,M1AAP inhibition,TNAP activation fold,UTI89 phage lysis,West Nile antiviral,T cell modulator,T cell modulator vesicle-bound %,human PMI inhibitors
Cc1[nH]c2ccccc2c1N=Nc1cccc(C(=O)O)c1,81µM*,6.3%,7%,18%,0.9,-5.0%,2.7%,i,46,-1%
Cc1c(Cl)cccc1N1CC(C(=O)Nc2nccs2)CC1=O (stereo not drawn),14%,0.6%,1%,6%,1.1,1.2%,-0.1%,i,52,-7%
CC(c1ccccc1)n1cc(C(=O)NCCN2CCOCC2)nn1 (stereo not drawn),-6%,0.3%,-12%,-1%,1,-0.1%,0.2%,i,21,-7%
CCC(CC)C(=O)Nc1cccc(C(=O)N2CCOCC2)c1,-1%,0.1%,2%,-2%,1,0.1%,0.2%,i,34,-4%
CCOC(=O)C1Cc2cc3c(cc2C1=O)CC(C(=O)OCC)C3=O (stereo not drawn),10%,·,-39%,9%,1,·,0.2%,·,·,-28%
COc1ccc2oc(N)c(C=O)c(=O)c2c1,3%,20%,·,3%,·,-0.2%,-0.4%,i,19,·
COc1ccc(CN2CCC(n3nccc3NC(=O)C3CCCC3)CC2)c(OC)c1,·,-1.1%,·,·,·,1.3%[50 µM],-0.6%,i,61,·
CCCCNCc1cc(Br)c(OCC(=O)NCc2ccccc2)c(OC)c1,-7%,-2.3%,8%,3%,1.1,0.0%,-1.3%,i,41,9%
O=C(NCc1ccc2c(c1)OCO2)C(=S)N1CCOCC1,-2%,-0.3%,-7%,0%,1.1,0.3%,-0.1%,i,56,-3%
CCOC(=O)N1CCC(NC(=O)C2CCN(S(=O)(=O)c3c(C)noc3C)CC2)CC1,-3%,1.6%,-3%,9%,1.1,2.7%,0.7%,i,23,-10%
Cc1cc(C)c2c(=O)[nH]c(SCC(=O)c3ccc(C(C)C)cc3)nc2n1,18%,4.1%,5%,16%,1.1,0.4%,0.0%,i,17,-5%
CCOC(=O)c1c(NC(=O)c2noc(C)c2[N+](=O)[O-])sc(C(C)=O)c1C,-3%,3.4%,-6%,-6%,1.1,-0.1%,-0.8%,i,53,-7%
CCOc1ccc(CNC(=O)C(C)n2nc(C)c3c(C)n(-c4ccccc4)nc3c2=O)cc1 (stereo not drawn),·,7.6%,·,·,·,-0.1%,-0.2%,i,20,·
Cc1ccc(S(=O)(=O)N2CCOCC2)c(C)c1-n1cnnn1,-4%,1.2%,-1%,5%,1.1,0.2%,0.1%,i,28,-5%
O=C(Nc1ccc(Cl)c(Cl)c1)C1C2C=CC3(O2)C1C(=O)N(CCN1CCCCC1)C3C(=O)NC1CCCCC1 (stereo not drawn),·,0.2%,·,·,·,0.3%,-1.0%,i,20,·
CN(C(=O)CN1C(=O)/C(=C/c2ccc(Cl)cc2)SC1=S)C1CCS(=O)(=O)C1 (stereo not drawn),·,1.5%,·,·,·,0.2%,-0.7%,i,7,·
COc1ccc(NC(C)C(=O)N2CCN(Cc3ccccc3)CC2)cc1 (stereo not drawn),·,1.8%,·,·,·,0.1%,-0.1%,i,28,·
COc1cccc(C(=O)Nc2cc(OC)ccc2NC(=O)c2ccco2)c1,·,0.8%,·,·,·,1.2%[50 µM],0.8%,i,16,·
CC(C)Oc1cccc(C(=O)C2CCCN(Cc3cnc(N4CCCC4)s3)C2)c1 (stereo not drawn),14%,5.1%,9%,7%,1,-1.6%,-0.9%,i,46,8%
CCNc1nc(Nc2ccc(C)c(Cl)c2)c2cnn(C)c2n1,·,?,·,·,·,-1.9%[50 µM],2.2%,i,29,·
Cc1ccc(C(=O)Nc2cccnc2)cc1S(=O)(=O)N1CCCCC1,-6%,3.1%,4%,2%,1.1,-0.8%,0.4%,i,44,0%
NS(=O)(=O)c1ccc(CNC(=O)/C=C/c2ccc(Cl)c(Cl)c2)cc1,0%,6.0%,12%,0%,1.1,-0.1%[50 µM],-0.4%,i,46,8%
CC(C)c1ccc(OCC(=O)Nc2ccc(S(=O)(=O)Nc3ccccn3)cc2)cc1,·,2.6%,·,·,·,-0.1%,-0.7%,i,49,·
CSC1=NCCN1C(=O)C12CC3CC(CC(C3)C1)C2,0%,3.9%,3%,1%,1,-0.1%,-1.1%,i,41,9%
COc1ccc(Cl)cc1C(=O)NCCCSc1ccccc1,·,10%,·,·,·,0.3%,-1.2%,i,22,·
O=C(c1ccco1)N1CCN(C(=O)C2CCN(S(=O)(=O)c3cccs3)CC2)CC1,-6%,0.2%,3%,0%,1.1,-1.0%,-0.3%,i,30,4%
S=c1[nH]nc(-c2cccc(Cl)c2)n1/N=C/c1ccc(-c2ccccc2Br)o1,-2%,41%,·,1%,·,0.0%,0.1%,i,28,·
CC(=O)N1CN(S(=O)(=O)c2ccc(C)cc2)CC1C (stereo not drawn),-10%,-0.9%,-4%,4%,1.2,-0.1%,0.7%,i,37,-6%
Cc1ccccc1-n1ccnc1SCC(=O)NC1CCCC1,·,2.4%,·,·,·,-0.2%,0.0%,i,28,·
CCCCNC(=O)CSc1nc2n[nH]c(C)c2c(=N)n1-c1cccc(Cl)c1C,13%,1.5%,-9%,3%,1.1,-2.7%,-0.6%,i,27,0%
Cc1cc(NC(=O)Cn2c(C)nc3ccccc3c2=O)ccc1Br,-10%,1.2%,19%,5%,1.1,1.0%[50 µM],-0.4%,i,48,9%
C#CCSc1[nH]c(=O)cc(C)c1C#N,-1%,0.7%,·,-1%,1.1,·,0.4%,i,36,·
CC1=C([N+](=O)[O-])C(c2ccccc2C(F)(F)F)NC(=O)N1C (stereo not drawn),14%,-0.1%,·,6%,·,0.7%,0.4%,i,20,·
CN(C)C(=O)C[n+]1cccc(/C=N/O)c1,-5%,1.6%,-1%,0%,1.1,1.1%,-0.3%,i,50,-6%
Cc1nc(COc2ccc(C(=O)Nc3ccccc3N3CCOCC3)cc2)cs1,·,7.5%,·,·,·,-0.1%,0.1%,i,19,·
COc1ccc(-c2csc(NC(=O)CSc3nnc(Nc4ccccc4C)s3)n2)cc1,3%,0.0%,0%,8%,1,-0.9%,-0.2%,i,34,-2%
CCOC(=O)c1ccc(NC(=O)CSc2nc(C)cc(=O)[nH]2)cc1,12µM*,2.1%,7%,7%,1.1,0.5%,0.1%,i,58,9%
COc1ccc(S(=O)(=O)N(C)CC(=O)Nc2ccccc2C(F)(F)F)cc1,-2%,4.0%,1%,-4%,1.1,0.4%[50 µM],-0.1%,i,26,0%
O=C(Oc1ccc(/C=N/Nc2nc(N3CCCCC3)nc(N3CCCCC3)n2)cc1)c1ccco1,2%,7.2%,·,4%,1,-0.4%,-1.1%,i,32,·
CCN(C(=O)CSc1nnc2ccccn12)C1CCS(=O)(=O)C1 (stereo not drawn),15%,-0.1%,4%,-1%,1.1,-0.5%,0.1%,i,54,4%
Cc1cccn2c(=O)c3cc(C(=O)NC4CCCC4)c(=N)n(CC4CCCO4)c3nc12 (stereo not drawn),·,6.2%,·,·,·,-0.4%,-0.4%,i,16,·
CC(C)CC(=O)c1c[nH]c(C(=O)NCCCn2ccnc2)c1,4%,-0.7%,14%,11%,1,2.2%,-0.1%,i,33,11%
COc1ccc(C2/C=C\CN(C(=O)c3ccc(C)cc3)CC(=O)N2Cc2ccc(F)cc2)cc1 (stereo not drawn),-5%,6.0%,·,2%,·,-0.2%,-0.4%,·,·,·
c1ccc(-c2nnc3ccc(N4CCC5(CC4)OCCO5)nn23)cc1,5%,2.1%,8%,1%,1.1,6.5%,2.0%,i,50,3%
COc1cccc(OC)c1C(=O)Nc1cc(C)on1,-1%,1.4%,6%,8%,1.1,-0.1%,·,i,57,6%
